Screening results as filed in PubChem.
PLK1 PBD inh: inhibitors of human PLK1 polo-box domain binding | Plk1 PBD binding of FITC phosphopeptide, fluorescence polarization | Potency, µM, for the others: max response, negative = inhibition, usual class: inhibitors | actives 2.8% (n = 360,000) | AID 720504; note: potency is the fitted concentration of half-maximal effect; series mostly up to about 57 µM; % is set by controls: 0 for no effect and ±100 for the full control effect; nearly all actives have a fitted effect of over 65% in size
Target sequence (P53350 whole entry, looked up, the tested form may be a part): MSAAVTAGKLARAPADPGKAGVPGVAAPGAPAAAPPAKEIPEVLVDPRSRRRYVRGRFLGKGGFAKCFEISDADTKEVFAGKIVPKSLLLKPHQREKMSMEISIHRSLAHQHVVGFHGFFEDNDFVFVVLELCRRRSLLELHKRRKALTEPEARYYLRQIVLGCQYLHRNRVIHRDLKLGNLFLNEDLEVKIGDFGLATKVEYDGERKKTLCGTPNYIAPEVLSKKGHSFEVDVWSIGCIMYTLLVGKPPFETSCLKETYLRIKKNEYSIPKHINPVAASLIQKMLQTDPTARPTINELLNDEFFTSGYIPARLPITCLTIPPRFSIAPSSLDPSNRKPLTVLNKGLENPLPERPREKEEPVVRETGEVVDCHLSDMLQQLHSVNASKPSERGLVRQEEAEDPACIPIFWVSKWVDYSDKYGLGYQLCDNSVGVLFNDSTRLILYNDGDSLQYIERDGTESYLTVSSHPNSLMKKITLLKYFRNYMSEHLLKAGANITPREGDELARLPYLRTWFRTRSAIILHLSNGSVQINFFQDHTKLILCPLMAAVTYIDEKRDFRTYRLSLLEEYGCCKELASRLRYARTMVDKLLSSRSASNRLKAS
IL2 activator: IL-2 activation. activation, % (series mostly up to about 46 µM). actives 0.065% (n = 360,000). IL-2 activation reporter assay, cell-based qHTS; stimulated with anti-CD3/CD4/CD28 beads; in transgenic mouse T cells. AID 652025; in the data active = activation above about 50%; inconclusive = mostly about 30% to 49%; note: 0% is about no effect
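Unstimulated transgenic mouse T cells preincubated 60 min with compound, then stimulated with anti-CD3/anti-CD4-coated beads plus anti-CD28 for 18 h at 37 degrees C. IL-2 response read as EGFP and DsRed fluorescence by plate cytometry.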
EPAC1 ag: EPAC1 (human) agonism. EPAC1 agonist qHTS, biochemical assay; response scale: 100% = response to 6.5 mM cAMP. Potency, µM (series often up to 154 µM), for inactives: at the highest dose activation, actives largely listed as activators. actives 0.073% (n = 360,000); note: potency is the fitted concentration of half-maximal effect; nearly all actives have a fitted effect of over 60% in size
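Read-out is the fluorescence drop as BODIPY-GDP leaves Rap1B (480 nm excitation, 540 nm emission), recorded every 5 minutes over 30 minutes. Reactions held 100 nM EPAC1, 250 nM Rap1B–BODIPY-GDP and 50 uM GDP, with 6.5 mM cAMP setting full activation.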
PI5P4Ka inh: blocks human PI5P4K alpha kinase activity; PI5P4Kalpha enzyme, ADP-Glo luminescence, 60 min; active compounds read low; max response, %; actives 1.2% (n = 330,000); AID 652105; active = max response of -50% or lower; inconclusive = between -30% and -50%; inactive = -30% or higher; note: value at the top dose of about 77 µM; % is set by controls: 0 for no effect and ±100 for the full control effect
Target sequence (P48426 whole entry, looked up): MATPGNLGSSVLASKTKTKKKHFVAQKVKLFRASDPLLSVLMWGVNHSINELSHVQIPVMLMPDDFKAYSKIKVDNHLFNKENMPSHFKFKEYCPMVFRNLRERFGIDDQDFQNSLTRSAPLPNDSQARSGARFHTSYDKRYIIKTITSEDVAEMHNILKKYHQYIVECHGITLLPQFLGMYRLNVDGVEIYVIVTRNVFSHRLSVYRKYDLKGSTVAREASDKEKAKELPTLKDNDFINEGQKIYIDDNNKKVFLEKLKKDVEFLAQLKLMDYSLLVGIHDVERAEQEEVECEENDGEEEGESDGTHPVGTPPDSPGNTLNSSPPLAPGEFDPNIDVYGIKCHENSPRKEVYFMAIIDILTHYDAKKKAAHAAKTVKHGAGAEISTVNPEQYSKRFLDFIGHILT
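qHTS, 1536-well: enzyme/substrate mix, compound by pin tool, 5 microM ATP final; RT 60 min; ADP-Glo reagents 1 (45 min) then 2 (30 min); luminescence.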
FUS suppressor: FUS proteinopathy suppression in yeast | S. cerevisiae FUS-expressing, growth rescue, OD600, 24 h | Potency, µM (top dose mostly 76.6 µM), inactives show at the highest dose growth rescue (activation), hits mostly activators | actives 0.24% (n = 390,000) | AID 1347120;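 note: potency is the fitted concentration of half-maximal effect; plate controls were DMSO vehicle for no effect and reference control for full effect; nearly all actives have a fitted effect of over 55% in size; some results filed as inactive show a strong effect at the top dose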
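Yeast expressing FUS under galactose induction, OD 0.005 in 2% galactose medium; compounds in a dilution series, 24 h at 30C. Growth rescue by absorbance at 600 nm; CP55940 positive control, DMSO negative.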
WRN helicase inh: blocks human WRN helicase; WRN helicase unwinding, fluorescent forked duplex, kinetic; Potency, µM (titrated, usually from 114 µM), for inactives: top-dose activity change, negative = inhibition, hits mostly inhibitors; Q14191; AID 651768; actives 0.46% (n = 360,000); note: potency is the fitted concentration of half-maximal effect; % is set by controls: 0 for no effect and ±100 for the full control effect; nearly all actives have a fitted effect of over 55% in size
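Enzyme (20 nM final) and test compound sit together 15 min at room temperature before substrate addition. Substrate is a single-forked duplex oligonucleotide (100 nM) labelled with fluorophore and quencher, with 2 mM ATP; helicase unwinding raises red fluorescence, read kinetically.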
Abeta yeast res: compounds reversing amyloid beta toxicity in yeast | AID 1347071 | Potency, µM (top dose mostly 46.1 µM), inactives show top-dose growth rescue, actives largely listed as activators | yeast expressing A-beta42, growth rescue, OD600, 48 h; response scale: 0% DMSO, 100% iron-clioquinol control | actives 0.063% (n = 410,000); note: potency is the fitted concentration of half-maximal effect; nearly all actives have a fitted effect of over 55% in size
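Growth rescue measured by 600 nm absorbance after 48 h yeast culture at 30 C with compound. Values normalized between DMSO and an equimolar ferric chloride plus clioquinol control.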
EPAC1 antagonist: blocks human EPAC1 exchange factor; actives 0.14% (n = 360,000); EPAC1 GEF assay, Rap1b-BODIPY-GDP exchange fluorescence; AID 720709; Potency, µM (doses to about 115 µM), without a hit: top-dose activity change, negative = inhibition, hits mostly inhibitors;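 note: potency is the fitted concentration of half-maximal effect; plate controls were vehicle for no effect and positive control for full effect; nearly all actives have a fitted effect of over 50% in size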
The depositor's hits bear a star; ? = inconclusive; . = not tested or not shown; [ ] = dose if it differs, or a comment. Unless noted, calls come from the whole dose curve; as a rule, active = well fitted curve in the direction sought with a large enough effect; inconclusive = small, poorly fitted or top-dose-only effect, or another doubt; inactive = no such curve, though single readings can be large; an effect the other way counts as inactive or inconclusive. Not a hit list; overall some 4.1% were active at least once.

| mol | PLK1 PBD inh | IL2 activator | EPAC1 ag | PI5P4Ka inh | FUS suppressor | WRN helicase inh | Abeta yeast res | EPAC1 antagonist |
| --- | --- | --- | --- | --- | --- | --- | --- | --- |
| CC(NC(=O)Nc1ccc(Cl)cc1)C1CCCO1 (stereo unspecified) | -10% | -3.8 | 0% | 5 | -8% | 1% | 1% | -2% |
| O=C(CNC(=O)c1ccc(F)cc1)NCc1ccc(S(=O)(=O)N2CCOCC2)cc1 | -6% | 0.8 | -20% | 4 | 23% | -9% | -2% | -15% |
| COc1ccc(NC(=O)c2cc(-c3ccc(F)cc3OC)n[nH]2)c(OC)c1 | 4% | -0.9 | -4% | -2 | -17% | 9% | 11% | 5% |
| COc1ccc(OC)c(N=C2C(=O)Nc3ccccc32)c1 | -4% | -1.7 | -3% | . | -3% | 2% | 6% | -1% |
| COC(=O)c1sccc1NC(=S)N1CCN(c2ccc(F)cc2)CC1 | -10% | -2.7 | 2% | 8 | . | 3% | -32% | 18% |
| O=C(Nc1ccc(NS(=O)(=O)c2ccccc2)cc1)c1ccc(Cl)cc1 | -10% | 0.6 | -7% | 5 | 17% | 3% | 7% | -17% |
| CSCCNCc1c(C(=O)N2CCOCC2)nc2c(C)cccn12 | -14% | -2.3 | -5% | 4 | 7% | 2% | -5% | ? |
| O=C(CN1CCCCCC1)N1c2ccccc2Sc2ccccc21 | -14% | -1.1 | 7% | 12 | 10% | -4% | -19% | -5% |
| CC(=O)N1CCc2cc(NC(=O)C3(C)CCN3CCc3ccccc3)ccc21 (stereo unspecified) | 3% | 0.2 | -10% | 0 | -13% | 5%[57.1 µM] | -1% | 0% |
| Cc1cc(SCC(=O)N/N=C/c2ccc(C(=O)O)cc2)nc2ccccc12 | -13% | 0.8 | 6% | 1 | 2% | 0% | -4% | 17% |
| Brc1ccccc1OCCOCCOc1cccc2cccnc12 | -5% | -0.8 | 13% | 4 | -3% | -9% | 19% | -8% |
| CC(C)N=C(Nc1cccnc1)c1ccccc1 | 1% | -0.3 | 2% | -2 | -6% | -6% | -1% | 9% |
| CC(/C=C/c1ccco1)=N/NC(=O)c1ccccc1Cl | -25% | -3.6 | 1% | -9 | ? | -19% | -10% | 11% |
| Cn1c(=O)n(C)c2cc(NS(=O)(=O)c3ccc4c(c3)CCCC4)ccc21 | -11% | -1.3 | 6% | . | ? | -6% | -1% | -19% |
| Cn1c(-c2ccccc2)cc(=O)c2ccccc21 | -2% | -0.9 | 3% | . | 2% | -6% | -31%[inhibitor] | 10% |
| COc1ccc(CNC(=O)CN2C(=O)C(c3ccccc3)Oc3cccnc32)cc1 (stereo unspecified) | -2% | -1.3 | -17% | 0 | -18% | -5% | -8% | -6% |
| Cc1[nH]nc2c1C(c1cnn(C)c1)C(C#N)=C(N)O2 (stereo unspecified) | -14% | 0.1 | -1% | -28 | 16% | -7% | -26% | -15% |
| CCc1ccc(-c2nc(SCC(=O)N(CC)C3CCS(=O)(=O)C3)n[nH]2)cc1 (stereo unspecified) | -7% | 0.0 | 5% | -7 | 14% | -2% | 10% | 6% |
| O=C1c2cccc3c(Nc4ccccc4Cl)c([N+](=O)[O-])cc(c23)C(=O)N1CCO | -3% | ? | 12% | . | 6% | -29% | -25% | 0% |
| O=C(Nc1ccccn1)c1ccc2c(c1)S(=O)(=O)c1ccccc1C2=O | 1% | 0.2 | -17% | -4 | -25% | 17% | -1% | 1% |
| Cc1ccc(S(=O)(=O)NCC(=O)NCC(=O)N(C)Cc2ccc(Br)s2)cc1C | 1% | -3.3 | 1% | -23 | 21% | 6% | 9% | 1% |
| CN1CCN(S(=O)(=O)c2cccc(S(=O)(=O)c3ccc(Cl)c(Cl)c3)c2)CC1 | 0% | 0.5 | -5% | 14 | -1% | -5% | 22% | 2% |
| CC1CCc2c(sc(NC(=O)COC(=O)c3ccc(NC(=O)CC#N)cc3)c2C#N)C1 (stereo unspecified) | -2% | -0.4 | 3% | -26 | 32% | -13% | -15% | -18% |
| COC(=O)C1CCN(Cc2cc(=O)oc3cc(OC)ccc23)CC1 | -10% | -0.5 | -3% | -5 | 1% | -2% | 3% | 1% |

Reprinted from the part before: 2 compounds, followed by the next part.
| mol | PLK1 PBD inh | IL2 activator | EPAC1 ag | PI5P4Ka inh | FUS suppressor | WRN helicase inh | Abeta yeast res | EPAC1 antagonist |
| --- | --- | --- | --- | --- | --- | --- | --- | --- |
| CC1CCc2c(sc(NC(=O)COC(=O)c3ccc(NC(=O)CC#N)cc3)c2C#N)C1 (stereo unspecified) | -2% | -0.4 | 3% | -26 | 32% | -13% | -15% | -18% |
| COC(=O)C1CCN(Cc2cc(=O)oc3cc(OC)ccc23)CC1 | -10% | -0.5 | -3% | -5 | 1% | -2% | 3% | 1% |
| CCOc1ccc(OCc2ccc(C(=O)NC(C)(C)C)o2)cc1 | -16% | -1.3 | -6% | 10 | 15% | -9% | 21% | -18% |
| COc1c(OC)c(O)c2c(=O)cc(-c3c(O)cccc3O)oc2c1OC | -6% | -3.0 | -4% | -5 | -6% | -13% | 5% | -27% |
| c1ccc(CCC2Cc3ccccc3N2)cc1 (stereo unspecified) | 2% | 0.0 | 2% | 3 | -3% | -6% | -6% | -21% |
| O=C(N=C1SC2CS(=O)(=O)CC2N1c1ccccc1)c1ccccc1 (stereo unspecified) | -4% | -0.5 | -2% | 7 | 16% | -1% | 8% | 11% |
| C/C(=N\NC(=O)c1ccoc1C)c1cccc2ccccc12 | -4% | -1.7 | 3% | 3 | 2% | 1% | 5% | 12% |
| COc1ccc(Cl)cc1C(=O)Nc1ccc(OCC(=O)N2CCOCC2)cc1 | -6% | -2.8 | -11% | 4 | . | -23% | 2% | -9% |
| COCCNC(=O)C(OC(=O)CC1Sc2ccccc2NC1=O)c1ccncc1 (stereo unspecified) | -19% | -0.8 | -5% | . | 19% | -1% | -5% | 2% |
| C[C@@H]1CN([C@@H](C)CO)S(=O)(=O)c2ccc(-c3ccc(C(=O)N(C)C)cc3)cc2O[C@@H]1CN(C)Cc1ccccc1C(=O)O | -3% | 1.2 | -3% | -3 | 16% | 7% | -9% | 12% |
| Cc1cccc(OCc2nnc(SCC(=O)Nc3nccs3)o2)c1 | 7% | -0.6 | 9% | 0 | -7% | -4% | 15% | -14% |
| CCOC(=O)c1c(CC(C)C)csc1NC(C)=O | -5% | -0.6 | -13% | 15 | 4% | -28%[57.1 µM] | -1% | -15% |
| CC1CCc2sc(C(=O)Nc3nnc(SCc4ccc(F)cc4)s3)cc2C1 (stereo unspecified) | -3% | -0.2 | 11% | 0 | -10% | -13% | -8% | -6% |
| CCN(CC)C(=O)c1ccc(C(=O)c2ccccc2)cc1 | -6% | 1.0 | 5% | . | -16% | -2% | -13% | -2% |
| S=c1[nH]nc(-c2ccncc2)n1/N=C/c1ccccc1Cl | -21% | 0.4 | -8% | -18 | 2% | 2% | 3% | -26% |
| COc1ccc(C)cc1NC(C)C(=O)NC(=O)NC1CCCCC1 (stereo unspecified) | -8% | -4.8 | 11% | 10 | . | -29% | -6% | 7% |
| COc1cc(OC)c2ccc(=O)oc2c1 | -6% | -0.1 | -6% | 12 | -24% | -11% | -4% | -13% |
| CCn1nccc1NC(=O)c1ccc2sc([C@@H]3O[C@H](CO)[C@H](O)[C@H](O)[C@H]3O)nc2c1 | -11% | 0.0 | -5% | -4 | -12% | 1% | -1% | -5% |
| CN(CC(=O)NC(=O)NCc1ccco1)Cc1nc2ccccc2c(=O)[nH]1 | -22% | -1.5 | 0% | . | 17% | ? | 3% | 1% |
| COc1ccc(OCCCCN2CCC(C)CC2)cc1 | -4% | 3.1 | 4% | -4 | -26% | 8% | -2% | 0% |
| COc1cc(C2Nc3ccc4ncccc4c3C3=C2C(=O)CCC3)cc(OC)c1OC (stereo unspecified) | -3% | 0.0 | 3% | 2 | -9% | -1% | -2% | -14% |
| CCNC(=O)NC(=O)C(C)OC(=O)c1ccc(SC)cc1OC (stereo unspecified) | -9% | 0.9 | 2% | 7 | -6% | -7% | -3% | -2% |
| Cc1ccc(C)c(OCCN2CCOCC2)c1 | 6% | 0.4 | 2% | 0 | -21% | 6% | 15% | -9% |
| O=C(O)/C=C/C(=O)NNc1ccc([N+](=O)[O-])cc1 | 6.7µM* | -4.7 | 3% | ? | 2% | -9% | -20% | -20% |
| COc1ccc(C)cc1NC(=O)CN1CCN(c2ccccn2)CC1 | 27µM* | -0.6 | 8% | -13 | 9% | -2% | -24% | 5% |
| Cc1ccc(S(=O)(=O)c2cc3c(=O)n4ccccc4nc3n(C)c2=N)cc1C | -30% | -0.4 | 18% | 9 | -11% | -7% | 3% | -5% |
| Cc1nn(C)c(C(=O)N2CCOCC2)c1Cl | 6% | 1.4 | 1% | 10 | -19% | -3% | 13% | 7% |
| CCC(NC(=O)c1ccccc1NC(=O)c1ccc(C)cc1)C(=O)O (stereo unspecified) | -1% | 5.0 | 4% | . | 17% | 0% | -2% | -3% |
| CC(OC(=O)Cn1cnc2c1c(=O)n(C)c(=O)n2C)C(=O)NC1CCCCC1C (stereo unspecified) | -5% | -1.2 | 4% | 6 | -1% | -4% | 3% | 1% |
| COc1cccc(C(=O)Nc2cccc(NC(C)=O)c2)c1 | -15% | -0.6 | 3% | . | 20% | -4% | 9% | 10% |
| CC(C)(C(=O)O)c1ccc([C@H](O)CCCN2CCC(C(O)(c3ccccc3)c3ccccc3)CC2)cc1 | -3% | 0.4 | -18% | -8 | -8% | 1% | -28% | 4% |
| O=C(NCc1nnnn1-c1ccc(F)c(F)c1)C(=O)c1c[nH]c2ccccc12 | 3% | -1.5 | 2% | -1 | -10% | -3% | -1% | -8% |
| Nc1ccc(S(=O)(=O)c2ccc(N)cc2)cc1 | -2% | 0.2 | 8% | -1 | 1% | 3% | 1% | -19% |
| Cc1ccc(S(=O)(=O)NC(CC(=O)NCC2CCCO2)c2ccccc2)cc1 (stereo unspecified) | 2% | 0.1 | -2% | 4 | -25% | -8% | -3% | -12% |
| CC1=C/C(=C(\c2ccc(O)c(C)c2)c2ccccc2S(=O)(=O)O)C=CC1=O | -15% | -1.2 | -10% | -21 | -3% | 17% | -1% | 8% |
| Cc1ccccc1C(=O)NCC(=O)OC(C)C(=O)NCc1ccco1 (stereo unspecified) | -7% | -0.5 | -10% | 1 | 14% | -23% | 2% | -15% |
